FN deposition inh: fibronectin deposition inhibition; AH1F fibroblasts, Alexa488-fibronectin deposition fluorescence, overnight; inhibition, % at 12.6 µM; 350,000 tested, 0.086% active; AID 743247;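 active = mean inhibition across replicates of 30% or more, regardless of how many single replicates reach that level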;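 note: positive control wells lacked labelled fibronectin entirely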
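Schedule: 1 h cell adhesion before compound, then overnight fibronectin incubation; test system: AH1F fibroblast monolayer depositing Alexa488-labelled fibronectin into matrix; quantity: 10000 AH1F cells per well; probe or stimulus: fluorescent fibronectin at 24 nM final; signal: fluorescence, ex 485 nm, em 525 nm; evaluation: percent inhibition as loss of matrix-bound fibronectin fluorescence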
GSIS activator: primary screen for activators of insulin secretion dependent on glucose, INS-1E cells, GLuc reporter luminescence; INS-1E GLuc reporter insulin secretion, 2-3 h; activation, % at 16.6 µM; 370,000 tested, 0.61% active; AID 743287;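 active = lowest replicate activation of at least 40%, so every replicate reaches that level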;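 note: 0% = median of neutral control wells and 100% = median of IBMX positive control wells; some compounds called inactive have numbers as strong as hits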
CFTR F508del cor: CFTR F508del correction in bronchial cells; CFBE cells, YFP halide quenching; stimulated with forskolin plus potentiator P3; % fluorescence drop versus neutral controls; activity (quench increase), % at 7.58 µM; 350,000 tested, 0.36% active; AID 720511;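 active = mean added fluorescence quench of at least 8% versus neutral control, with both replicates also reaching 8%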;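 note: cells transiently co-express mutant CFTR-F508del with the halide-sensitive YFP; corrector assay measuring rescue of mutant channel to the surface after 24 h compound exposure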
Starred values were filed as active, the others as inactive.

SMILES | FN deposition inh | CFTR F508del cor | GSIS activator
CN(C)/C=N/c1nc2nccc(-c3cccnc3)n2n1 | 9.3 | 1.7 | 5.1
O=C(O/N=C(/c1ccccc1)c1ccncc1)c1cccc(F)c1 | -4.7 | -0.2 | 3.4
Cc1c(NC(=O)/C=C/c2ccc(S(=O)(=O)N3CCOCC3)cc2)c(=O)n(-c2ccccc2)n1C | 6.5 | -3.2 | -1.3
COc1cccc(C2C(C#N)=C(N)N(N(C)C)C3=C2C(=O)CC(C)(C)C3)c1 (centres undefined) | 0.0 | 0.4 | 16.2
Cc1ccc(/C=N/n2c(-c3ccncc3)n[nH]c2=S)cc1 | 19.2 | 3.2 | 22.9
CN(C)CCC1(C2=CCCC2)CC/C(=C/c2ccc(Cl)cc2)C1=O (centres undefined) | 18.3 | 0.1 | 36.7
CC(=O)N(C)C[C@@H]1[C@@H](c2ccc(C#Cc3ccccn3)cc2)[C@@H](CO)N1C(C)=O | 3.3 | 0.9 | -6.4
CN(C(=O)COc1ccccc1C(=O)NCc1ccccc1)C1CCS(=O)(=O)C1 (centres undefined) | 0.3 | -0.7 | 4.2
O=C(NCCCN1CCC(Cc2ccccc2)CC1)C1CCN(S(=O)(=O)N2CCC3(CC2)OCCO3)CC1 | -3.5 | 1.9 | 13.0
CCOc1ccccc1CN1CCN(CCCn2cccn2)CC1CCO (centres undefined) | 9.0 | 3.8 | -0.2
O=C1NC(=O)C2(COC(c3cccnc3)OC2)S1 (centres undefined) | -4.5 | -4.0 | -0.1
CC(C)=CCC1=C(OCC(=O)O)C(=O)c2ccccc2C1=O | -2.8 | -0.8 | -10.5
Cc1ccccc1OCC(=O)NNC(=O)c1ccc(-n2cncn2)c([N+](=O)[O-])c1 | 4.5 | -3.2 | -22.9
Cc1cc2nc(-c3ccc(F)cc3)c(CC3CCCCC3)n2c(C)c1Br | 2.1 | 1.3 | -12.5
CC(C)[C@H](NC(=O)[C@H](C)NC(=O)OC(C)(C)C)C(=O)N1CCC2CCN(Cc3ccccc3)CC21 (some centres undefined) | 10.9 | -6.7 | -22.7
CCN1C(=O)S/C(=C/c2ccc(Oc3ccc([N+](=O)[O-])cn3)c(OC)c2)C1=O | -11.1 | 1.5 | 1.8
CC(C)NC(=O)/C(C#N)=C\c1ccc(N(C)C)c(Br)c1 | 1.6 | -1.0 | -7.4
COc1ccc(-c2noc(CN(C)C(=O)Nc3ccccc3)n2)cc1 | 0.6 | -0.5 | 7.2
Cc1cccc(N2CCN(C(=O)Cc3ccc(-n4c(=O)[nH]c5ccsc5c4=O)cc3)CC2)c1C | -5.7 | 1.2 | 5.3
CCOC(=O)n1cnc2nc(N)nc(SC)c21 | 3.8 | 2.4 | 6.1
CC(C)CN(C(=O)Cn1c(=O)cnc2ccccc21)C1CCS(=O)(=O)C1 (centres undefined) | 8.8 | 0.0 | 3.9
Cc1ccc(-c2cccc(=O)o2)cc1 | 3.5 | -2.2 | -8.9
COc1ccc(-n2c(SC(C)C(=O)Nc3ccc(NC(C)=O)cc3)nc3ccccc3c2=O)cc1OC (centres undefined) | -0.5 | -2.7 | -1.4
Cc1nc2nc(N)nn2c(C)c1C/C=C/c1ccccc1 | 2.3 | -0.7 | 3.8
COc1ccc(C(=O)c2[nH]c(N)c(C(=O)c3c[nH]c4ccccc34)c2-c2ccc(OC)cc2)cc1 | 12.6 | 1.7 | 0.5
C/C(=N/NC(=O)c1sc(NS(=O)(=O)c2ccc(C)cc2)nc1C)c1sc(N)nc1C | 1.1 | -1.1 | 13.6
O=C(Nc1nn[nH]n1)c1cccc([N+](=O)[O-])c1 | 8.5 | -1.6 | 1.6
Cc1ccc(C(C)(C)C)c(OCCOCCN2CCCC2)c1 | -28.1 | 2.4 | 3.9
COc1ccc(S(=O)(=O)N2CCN(Cc3ccccc3[N+](=O)[O-])CC2)cc1 | -2.8 | -0.4 | -14.3
COc1cc2c(cc1OC)CN(C(=O)c1sccc1C)CC2 | 5.4 | 1.5 | -30.6

Following part.
SMILES | FN deposition inh | CFTR F508del cor | GSIS activator
COc1ccc(-c2[nH]ncc2[C@@H]2C[C@H]3CN(Cc4ccccc4C)C(=O)[C@]34CCCN24)cc1 | -6.9 | -2.0 | -6.8
COc1ccc2[nH]c(=O)c(CN(CCO)S(=O)(=O)c3ccc(C)cc3)cc2c1 | 8.5 | 1.9 | 5.2
CC(C)CNC(=O)NC(=O)COC(=O)C1CSC2(c3ccc(F)cc3)CCC(=O)N12 (centres undefined) | 10.5 | 1.8 | -26.2
COc1ccccc1NC(=O)CSc1nc2[nH]ncc2c(=O)[nH]1 | -2.5 | 2.7 | -0.3
O=C1C2C3C=CC(C4CC34)C2C(=O)N1Cc1ccccc1 (centres undefined) | -11.4 | -2.3 | 0.8
O=C1C=C(c2ccccc2)C(c2ccccc2)C1O (centres undefined) | 1.4 | 1.1 | -9.3
Cc1cc(NC(=O)Cc2cn(Cc3ccccc3)c3ccccc23)ccc1Oc1cccnc1 | 2.4 | 1.5 | -23.0
OCC1(Cc2ccccc2)CCN(Cc2ccccn2)CC1 | 22.8 | -4.6 | 4.1
Cc1cc(Cl)nc(-c2ccccc2)n1 | 8.8 | -0.4 | 14.3
CC1=C(C(=O)N2CCCCCC2)CC(CC(=O)NCC2CCCCC2)C(=O)N1CCCN1CCCC1=O (centres undefined) | -3.7 | -0.2 | 5.9
CC(C)c1ccc(NC(=S)N(C)CCc2ccccn2)cc1 | 3.2 | -1.4 | -5.6
CC1=C(C(=O)N2CCOCC2)CC(CC(=O)NCCCN(C)C)C(=O)N1CCCN1CCCC1=O (centres undefined) | -9.1 | 0.5 | 40.9*
COc1ccc(CNS(=O)(=O)c2cc(Br)ccc2Br)c(OC)c1 | 0.2 | -0.5 | 5.8
Cc1cccc(C)c1NC(=O)C(c1ccncc1)n1c(=O)c(-c2cc3ccccc3[nH]2)nc2ccccc21 (centres undefined) | 12.2 | 1.0 | -13.8
CCCCc1c(Cc2ccccc2)ncn1CCc1ccccc1OC | 10.1 | 5.6 | 174.3*
COC(=O)c1cccc(NC(N)=S)c1 | -1.2 | -0.9 | 3.8
O=C1CCCN1C1CCN(Cc2ccccc2)S(=O)(=O)N1 (centres undefined) | 6.5 | 0.5 | 15.7
O=[N+]([O-])c1cccc(/C=N/Nc2ccccn2)c1 | 5.5 | 4.4 | 13.5
CCN(CC)c1ccc(C=C2SC(=S)NC2=O)cc1 | 5.0 | 2.1 | -48.2
COc1cccc(C(C#N)NCCCNC(C#N)c2cccc(OC)c2OC)c1OC (centres undefined) | -9.7 | 1.5 | 6.3
O=C(COC(=O)c1ccco1)Nc1ccc(Cl)cn1 | -6.8 | 2.3 | -0.7
COC(=O)C1=C(C)N(C)C(=O)NC1c1ccsc1 (centres undefined) | -3.5 | -1.6 | 3.5
COc1ccccc1N1CCN(/N=C/c2cccc(O)c2)CC1 | -3.6 | 0.2 | -3.4
O=C(c1ccccc1)n1ccc(-c2cccs2)n1 | -2.1 | -1.8 | 0.6
Cc1cc(NC(=O)CSc2nnc(C)n2-c2ccccc2C)no1 | -6.5 | 1.6 | 2.5
Cc1ccc(Cc2c(-c3ccc(Cl)cc3)nc3c4ccccc4ccn23)cc1 | 7.7 | 2.4 | -2.1
Cc1ccc(Cn2ncc3c(N4CCN(C)CC4)ncnc32)cc1 | 1.6 | 0.1 | 0.6
COc1ccc(Nc2nc(C)nc3c2oc2ccccc23)cc1 | 10.3 | -2.7 | 1.9
CCCCCCCCN1C(=O)[C@H](CC(=O)NCc2cccc3ccccc23)C[C@@]2(C(=O)OCC)CCC=C12 | 1.4 | 6.8 | 34.4
c1ccc(CCCCNCC2COc3ccccc3O2)cc1 (centres undefined) | -4.7 | 0.3 | -7.4

A draw from above in order of count of non-hydrogen atoms, smallest number first.
SMILES | FN deposition inh | CFTR F508del cor | GSIS activator
O=C(c1ccccc1)n1ccc(-c2cccs2)n1 | -2.1 | -1.8 | 0.6
c1ccc(CCCCNCC2COc3ccccc3O2)cc1 (centres undefined) | -4.7 | 0.3 | -7.4
COc1ccc(Nc2nc(C)nc3c2oc2ccccc23)cc1 | 10.3 | -2.7 | 1.9
CCCCCCCCN1C(=O)[C@H](CC(=O)NCc2cccc3ccccc23)C[C@@]2(C(=O)OCC)CCC=C12 | 1.4 | 6.8 | 34.4

Additional results.
SMILES | FN deposition inh | CFTR F508del cor | GSIS activator
O=C(CC12CC3CC(CC(C3)C1)C2)NC1CC1 | -3.5 | 0.4 | -1.5
Cc1ccccc1C(=O)NNC(=O)CSc1nnc(-c2ccncc2)n1-c1ccccc1 | 1.3 | 0.8 | 7.8
CCN(CC)CCC(=O)NN | 3.3 | 1.5 | 10.1
C/C=C/c1ccc([C@H]2[C@@H](CO)N(C(=O)CC3CC3)[C@H]2CNC(C)C)cc1 | -25.6 | 0.8 | 0.3
O=C(C=Cc1ccccc1)c1cccs1 | 3.9 | -2.1 | -0.4
Cc1cnc(C(=O)OCC(=O)NCc2ccc3c(c2)OCO3)cn1 | -3.4 | -0.7 | 11.2
NC(=O)[C@@H]1CCCN1C(=O)[C@@H](Cc1ccccc1)NC(=O)[C@H]1O[C@@H](n2ccc(N)nc2=O)[C@H](O)[C@@H]1O | -2.5 | 0.2 | 4.9
C/C(CCc1ccco1)=N/NC(=O)CCC(=O)Nc1ccc(Br)cc1 | 7.2 | 0.5 | 1.7
C=C1[C@@H](C)CN[C@@H]1CCO | 9.7 | -5.7 | 3.4
Cc1cccc(C)c1NC(=O)C1(C)CSCC(=O)N1Cc1ccco1 (centres undefined) | -3.7 | -3.1 | 12.3
O=C(CCCN1C(=O)c2ccccc2C1=O)Nc1cccc(S(=O)(=O)NC2=NCCC2)c1 | 6.7 | 3.8 | -3.8
COCCNC(=S)Nc1ccc(S(=O)(=O)Nc2cnc3ccccc3n2)cc1 | -9.9 | -0.9 | 2.6
O=C(NNS(=O)(=O)c1ccccc1)c1csc(-c2cccnc2)n1 | -1.3 | 2.0 | 49.4
COC(=O)C1=C(C)N(Cc2ccc(F)cc2)C(=S)NC1c1cccc(Cl)c1 (centres undefined) | -1.1 | 0.5 | -20.6
O=C(NCCN1CCC(n2c(=O)[nH]c3ccccc32)CC1)c1ccc(OC(F)(F)F)cc1 | -2.7 | 2.9 | -37.8
O=C1OC(c2ccc(Cl)cc2)=N/C1=C\C=C\c1ccco1 | 3.6 | -0.5 | -13.4
COc1ccc(C(=O)c2ncc(C(F)(F)F)cc2Cl)cc1 | -17.5 | 0.6 | 1.1
CCOC(=O)Nc1cc(=O)c([N+](=O)[O-])c(N)[nH]1 | 4.5 | -1.2 | 7.3
CCCN(C)C1CN(Cc2cn(Cc3ccc(Cl)cc3)nn2)S(=O)(=O)C1 (centres undefined) | 6.6 | 2.3 | 10.3
N=C1/C(=C\c2ccc(OC(=O)c3ccco3)cc2)C(=O)N=C2SC=NN12 | 2.0 | 2.2 | -3.5
COC1OC(c2ccccc2)=C(c2cnc(N)nc2)c2ccc(F)cc21 (centres undefined) | 4.3 | 0.5 | 10.9
CCCCCN(C(=O)CCCSc1nncs1)c1c(N)n(CCCC)c(=O)[nH]c1=O | 4.6 | -2.1 | -16.1
CC(=O)Nc1ccccc1OCC(=O)NCC(F)(F)F | 1.8 | -0.2 | -6.7
COc1ccccc1-c1cc(C(F)(F)F)nc(S(=O)(=O)CCCC(=O)NCc2ccc(F)cc2)n1 | -4.7 | -2.1 | 12.1
CCC(c1nnnn1-c1ccc2c(c1)OCCO2)N1CCN(C)CC1 (centres undefined) | -1.4 | 0.7 | 2.3
O=C(N/N=C/c1ccc([N+](=O)[O-])o1)c1sc2ccccc2c1Cl | -0.6 | 7.7 | 9.0
CCn1c(SCC(=O)Nc2ccc(F)cc2)nc2ccccc2c1=O | -4.7 | -4.6 | 2.2
C[C@H]1O[C@H](C2CCCC2)CC2=C1C(=O)OC(C)(C)O2 | 6.6 | -1.8 | 27.9
CCNc1nc(OCC)nc(N2CCC(Cc3ccccc3)CC2)n1 | 2.9 | -0.1 | -10.2
CCCCNC(=O)C[C@@H]1C[C@@]2(C(=O)OCC)CCCC=C2N(Cc2ccccc2)C1=O | -3.6 | 3.0 | -7.5

Later entries
SMILES | FN deposition inh | CFTR F508del cor | GSIS activator
COc1ccc(Sc2cccc(Cl)c2)c(C(=O)O)c1 | 5.8 | 1.2 | -2.0
CCN(C(=N)N=C(N)N)c1ccccc1 | -1.2 | -1.2 | 29.9
COc1ccc(C2=C/C(=C/c3cccnc3)C(=O)O2)cc1OC | 4.2 | 1.3 | 11.5
O=C(NCc1ccccc1)C(c1ccccc1F)n1c(=O)c(-c2ccco2)nc2ccccc21 (centres undefined) | 9.8 | -0.1 | 23.1
O=C(Nc1ccccc1)Nc1cccc2nsnc12 | 7.0 | 0.3 | 10.5
COC(=O)c1sc(NC(=S)NC(=O)c2ccc(F)cc2)nc1C | 7.5 | -1.2 | 0.0
Cc1ccc(S(=O)(=O)CCC(=O)OCc2ccc(S(=O)(=O)C(C)C)cc2)cc1 | -4.7 | 3.3 | 9.5
O=C(NCc1cccnc1)C(=O)N/N=C/c1ccc([N+](=O)[O-])cc1 | -5.6 | 0.8 | 7.3
Cc1cccc(C)c1NC(=O)N1CCCCCCC1 | -10.1 | -0.4 | -3.5

Laid out differently: results already given.
Every second line gives: FN deposition inh | CFTR F508del cor | GSIS activator
- COc1ccc(C(=O)c2ncc(C(F)(F)F)cc2Cl)cc1
→ -17.5 | 0.6 | 1.1
- CN(C)CCC1(C2=CCCC2)CC/C(=C/c2ccc(Cl)cc2)C1=O (centres undefined)
→ 18.3 | 0.1 | 36.7

The list is partial; rates above refer to the full screens.
